# Efflux pump mplx = inhibitors of Candida antifungal efflux pumps expressed in yeast; S. cerevisiae Candida pump triplex, Nile Red efflux; inhibition, % at 10 µM; hit rate 0.44% among 330,000; AID 485275;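 active means plate passing quality check with inhibition over a set limit, or well fluorescence over plate mean plus 4 SD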;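 further: Nile Red retained in pooled yeast measured as flow cytometry median fluorescence; 0% = buffer negative control and 100% = Enniatin B positive control; higher means more Nile Red kept so more efflux inhibition; some compounds called inactive have numbers as strong as hits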
# core dimer inh = HCV core protein dimerization inhibition. TR-FRET GST/Flag-core106 dimerization, 1536-well. inhibition, % at 5 µM. hit rate 0.33% among 300,000. AID 1899;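 active means inhibition above the mean of all tested compounds plus 3 SD, set per screening campaign, cut at about 45% in these data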
#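 Material: Tagged HCV core106 pair (GST and Flag) | Amount: GST-core106 13.5 nM, Flag-core106 17 nM | Medium: KF-containing HEPES buffer, pH 7.45, DTT, CHAPS, BSA | Reagent: Eu donor and XL665 acceptor anti-tag antibodies | Schedule: 4 h at 22.5 °C | Technique: Time-resolved FRET, ex 340 nm, em 617 and 671 nm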
# PP5 inh = PP5 (human) phosphatase inhibition; purified PP5c, OMFP substrate fluorescence; inhibition, % at 6.7 µM; hit rate 0.18% among 320,000; P53041;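 active means inhibition above the campaign's mean inhibition across all tested compounds plus 3 SD, cut at about 9.5% in these data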;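 further: 0% = DMSO only and 100% = 100 µM cantharidin control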
# PP1 counter = blocks human PP1-alpha phosphatase, a PP5 counter-screen. P62136. purified PP1alpha, OMFP fluorescence. inhibition, % at 6.7 µM. hit rate 0.9% among 320,000;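 active means inhibition above the mean inhibition of all tested compounds plus 3 SD, computed separately for each screening campaign, cut at about 15% in these data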
# Target sequence (P62136 whole entry, looked up): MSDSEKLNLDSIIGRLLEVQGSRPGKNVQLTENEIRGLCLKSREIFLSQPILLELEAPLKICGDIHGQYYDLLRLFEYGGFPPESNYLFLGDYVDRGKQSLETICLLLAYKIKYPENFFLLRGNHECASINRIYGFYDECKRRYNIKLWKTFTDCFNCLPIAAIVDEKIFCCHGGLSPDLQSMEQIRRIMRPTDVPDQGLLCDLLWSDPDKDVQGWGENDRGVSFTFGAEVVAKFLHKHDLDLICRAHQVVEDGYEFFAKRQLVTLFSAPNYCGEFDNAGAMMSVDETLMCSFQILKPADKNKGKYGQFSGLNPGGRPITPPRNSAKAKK
# TPT1 inhibitor = blocks Candida albicans tRNA 2'-phosphotransferase; AID 1962; hit rate 0.81% among 300,000; recombinant caTPT1, FP RNA substrate dephosphorylation; inhibition, % at 5 µM;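 active means inhibition above the mean of all tested compounds plus 3 SD, set per screening campaign, cut at about 24% in these data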;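 further: plate controls were DMSO alone for no effect and ferristatin control at 100 nM for full effect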
# LYPLA2 inh = LYPLA2 (human) inhibition in PME1 counter-screen; O95372; AID 2177; hit rate 0.38% among 320,000; inhibition, % at 5.9 µM; recombinant LYPLA2, FP-Rh probe fluorescence polarization;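 active means inhibition above the screen-wide mean plus 3 SD, limit set per campaign, cut at about 26% in these data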;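 further: 0% = LYPLA2 with DMSO and 100% = wells lacking LYPLA2 enzyme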
# Fh CTSL1 inh = cathepsin L1 inhibition, PFM18AAP counter-screen; recombinant F. hepatica cathepsin L1, Z-Leu-Arg-MCA fluorescence; inhibition, % at 5.96 µM; hit rate 0.49% among 300,000;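 active means inhibition above the mean of all tested compounds plus 3 SD, set per screening campaign, cut at about 17% in these data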;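 further: 0% = plate median of test compound wells and 100% = 1 µM Z-Phe-Ala-diazomethylketone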
# GASC-1 inh = human JMJD2C demethylase inhibition; Q9H3R0; GST-JMJD2C(1-420) H3K9me3 demethylation, DELFIA europium; inhibition, % at 2.35 µM; hit rate 0.069% among 330,000; AID 2099;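 active means more than half of a compound's replicate wells show inhibition beyond 50%, single wells judged on their own value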;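 further: signal counts dimethyl H3K9 product captured on neutravidin plate; 0% = median of DMSO wells and 100% = 0.3 times that DMSO median; strong numbers were not always called active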
# PREPL inhibitor = inhibitors of human prolyl oligopeptidase-like enzyme PREPL | Q4J6C6 | recombinant PREPL, fluorescence polarization activity-based probe | inhibition, % at 5.96 µM | hit rate 0.68% among 320,000; in the data active means inhibition above about 43%;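 further: 0% = enzyme with DMSO and 100% = wells lacking enzyme; many of its hits are not listed in these tables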
# Target sequence (Q4J6C6 whole entry, looked up): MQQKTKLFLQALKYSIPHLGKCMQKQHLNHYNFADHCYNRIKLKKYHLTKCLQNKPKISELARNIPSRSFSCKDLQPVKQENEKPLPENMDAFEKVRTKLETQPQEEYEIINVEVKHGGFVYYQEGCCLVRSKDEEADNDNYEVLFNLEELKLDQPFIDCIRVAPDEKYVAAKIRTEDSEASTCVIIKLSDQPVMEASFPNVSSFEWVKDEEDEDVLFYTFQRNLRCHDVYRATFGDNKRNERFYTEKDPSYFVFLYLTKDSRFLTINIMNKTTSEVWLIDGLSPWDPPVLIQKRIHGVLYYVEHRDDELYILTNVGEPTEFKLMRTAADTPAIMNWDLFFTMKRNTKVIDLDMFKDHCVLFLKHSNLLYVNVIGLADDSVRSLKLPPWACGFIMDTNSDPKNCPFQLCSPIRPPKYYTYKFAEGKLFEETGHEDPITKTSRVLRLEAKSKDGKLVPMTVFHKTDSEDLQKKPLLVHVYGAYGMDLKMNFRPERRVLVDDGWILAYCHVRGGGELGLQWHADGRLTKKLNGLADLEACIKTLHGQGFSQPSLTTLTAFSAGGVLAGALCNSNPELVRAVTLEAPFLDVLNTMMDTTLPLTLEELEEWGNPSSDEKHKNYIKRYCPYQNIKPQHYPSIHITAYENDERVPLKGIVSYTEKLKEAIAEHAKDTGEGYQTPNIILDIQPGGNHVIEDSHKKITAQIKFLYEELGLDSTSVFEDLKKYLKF
# * marks the source's active call; other numbers are inactive results; . = not tested or not shown.
canonical_smiles,Efflux pump mplx,core dimer inh,PP5 inh,PP1 counter,TPT1 inhibitor,LYPLA2 inh,Fh CTSL1 inh,GASC-1 inh,PREPL inhibitor
c1cc(CNC2=NCCCCC2)ccn1,0.0,-0.6,-4.0,-2.7,-1.8,4.5,1.0,0.4,-5.9
CCOC(=O)CNC(=O)c1sc2ncnc(N3CCc4ccccc4C3)c2c1C,-0.1,9.8,3.2,-5.0,-3.0,3.2,-0.6,-0.6,-22.2
CCN(CC)CCN1C(=O)c2ccccc2NC1c1cccc(F)c1 (stereo not given),-0.1,-9.8,-7.5,-3.6,-1.5,3.9,7.8,-4.7,-36.8
Cc1ccc(C)c(NC(=O)CN(C)C(=O)c2ccc3[nH]c4c(c3c2)CC(C)CC4)c1 (stereo not given),0.1,-2.7,6.6,-2.0,-0.1,-1.3,7.2,5.5,20.6
CCOC(=O)c1nn(-c2ccccc2C)c2nc(CC(C)C)c(C#N)c(=O)n12,-0.1,4.8,1.2,0.1,-2.6,2.1,0.7,-24.7,-0.8
COc1ccc(C2=NOC(C(=O)Nc3ccc(C(C)=O)cc3)C2)cc1OC (stereo not given),0.1,1.9,0.0,-3.6,1.1,-7.9,-2.4,-11.0,2.4
O=C(COc1ncnc2ccc(Br)cc12)NC1CCCC1,-0.1,.,-3.6,0.4,.,3.4,.,-7.1,8.3
O=C(NCc1cccnc1)Nc1ccccc1,0.0,-9.1,1.4,-1.5,-3.2,3.7,-0.7,-11.5,-2.0
O=c1n(S(=O)(=O)c2cccc3cccnc23)c2ccccc2n1S(=O)(=O)c1cccc2cccnc12,-0.1,18.6,4.9,0.8,-1.4,-4.2,-0.5,1.1,-3.1
CC1CCCC(C)N1C(=O)COC(=O)C1CCN(S(=O)(=O)c2c(Cl)cccc2Cl)CC1 (stereo not given),0.0,5.2,-0.4,1.9,0.6,-3.8,-5.9,-13.9,7.2
CCCc1nc(SCC(=O)Nc2ccc(S(=O)(=O)N(C)C)cc2)c2ccccc2n1,-0.2,16.3,-0.1,0.9,-5.7,1.9,1.3,-4.2,-1.2
N/C(Cc1ccc([N+](=O)[O-])cc1)=N\OC(=O)c1ccc([N+](=O)[O-])cc1,0.3,-7.2,0.5,-0.7,-0.2,14.5,-3.7,4.7,11.7
CC(C)(C(=O)O)c1ccc([C@H](O)CCCN2CCC(C(O)(c3ccccc3)c3ccccc3)CC2)cc1,0.1,10.8,-2.4,-3.2,1.9,3.6,-2.8,1.8,8.2
CN(C)c1ccc(/C=N/NC(=O)Cn2nnc3ccccc32)cc1,-0.1,-5.8,-4.4,5.3,0.7,5.2,0.3,2.2,0.2
Cc1ccc(C(=O)NC(=S)N2CCN(c3ccccc3F)CC2)cc1,0.1,-13.2,-0.2,2.8,-3.8,3.7,2.9,3.8,1.6
COC(=O)c1ccccc1NC(=O)CN(c1ccccc1)S(=O)(=O)N(C)C,0.0,1.5,3.4,0.1,0.6,4.2,-5.3,6.5,-1.0
CCCOc1ccc(Cl)cc1/C=C1/C(=O)ON=C1C,0.1,1.9,1.5,6.1,-0.3,-0.5,-6.7,-17.2,17.4
O=C(CNC(=O)C(c1ccccc1)c1ccccc1)N/N=C/c1ccc(O)cc1O,-0.2,-1.9,0.4,1.0,-0.4,-3.0,3.5,0.4,-20.9
Cc1cc(Cl)ccc1OC(C)C(=O)NCCCCc1ccccc1 (stereo not given),0.0,-0.1,0.6,0.2,-2.0,4.6,1.9,7.8,-20.5
Cc1cccn(Cc2c(Cl)cccc2Cl)c1=O,0.0,-3.1,-1.5,2.4,-1.3,0.8,-1.8,5.2,-6.8

# (next part)
canonical_smiles,Efflux pump mplx,core dimer inh,PP5 inh,PP1 counter,TPT1 inhibitor,LYPLA2 inh,Fh CTSL1 inh,GASC-1 inh,PREPL inhibitor
Cc1noc(C)c1N=Nc1ccccc1C(=O)O,-0.1,2.9,0.8,1.8,0.8,1.7,3.2,-7.0,3.2
Cc1ccc(/C=N/NC(=S)Nc2cccc(S(=O)(=O)N(C)C)c2)o1,0.1,-1.5,0.1,1.9,-6.5,-4.8,1.0,-0.7,4.5
CCN1CCN(c2cc(C)c3cc(NC(=S)N(CC)CC)ccc3n2)CC1,-0.1,3.9,1.1,-1.9,-1.2,3.6,-2.7,4.1,9.0
CC1CC(C)CN(c2oc(Cc3ccccc3)nc2C#N)C1 (stereo not given),0.0,3.4,1.3,4.4,1.1,4.8,1.8,4.3,7.3
CC(=O)C1=C(C)Nc2ncnn2C1c1cccc(O)c1 (stereo not given),0.1,-3.4,1.2,-2.7,0.3,-3.2,-3.5,29.4,-1.9
O=C(NC(=S)NCCc1ccccc1)c1ccco1,0.1,6.6,3.1,-5.6,1.1,-0.4,1.1,5.5,-9.2
O=c1[nH]c(C(F)(F)F)nc2ccccc12,0.0,3.3,1.0,-4.0,2.6,-1.1,-1.0,-18.5,19.8
COc1ccc2ccccc2c1CN1CCN(C)CC1,-0.1,-1.2,3.8,-0.3,0.6,4.3,-4.2,23.8,-3.0
CC(=O)Nc1ccc(N2C(=O)CC(N3CC(C)OC(C)C3)C2=O)cc1 (stereo not given),0.0,-4.0,2.4,-2.5,0.6,-6.7,-0.4,-0.5,7.1
Cc1ccc(S(=O)(=O)Oc2ccccc2/C=N/NC(=O)c2nn(C)cc2[N+](=O)[O-])cc1,-5.0,0.2,0.9,-0.6,-2.6,5.1,-6.8,3.0,2.3
Cn1c(N)c(C(=O)COC(=O)/C=C/c2cccc(F)c2)c(=O)n(C)c1=O,-0.1,.,2.9,-3.1,.,7.5,.,-6.1,44.1*
CCC(=O)NCC(=O)OCC(=O)c1ccccc1,-0.1,2.7,1.8,-1.5,1.1,-0.4,-14.4,181.9,-2.6
Oc1c(C(c2ccc(F)cc2)N2CCc3ccccc3C2)sc2ncnn12 (stereo not given),-0.2,0.3,1.7,-0.6,2.5,9.8,-1.4,56.8,-3.6
CCC(C)(C(=O)NC1CCCCC1)N(Cc1cccs1)C(=O)c1ccccn1 (stereo not given),0.1,-6.1,-1.6,6.2,6.2,-2.0,-2.0,-11.3,-1.3
CCOC(=O)c1cccc(NC(=O)CSc2nncn2-c2ccccn2)c1,-0.1,-1.5,1.3,0.3,0.0,-3.0,-2.7,-11.0,-3.1
CCc1cccc2c(C(=O)CN3C(=O)N(C)C4(CCCCC4)C3=O)c[nH]c12,-0.3,.,1.6,-0.5,.,0.0,.,0.5,5.3
COC(=O)c1cc(S(=O)(=O)NCC2CCN(Cc3cc(C)ccc3C)CC2)c[nH]1,0.1,6.9,2.5,-4.0,2.5,-1.5,-2.7,1.4,18.4
COc1ccc(-c2cc(C(=O)N/N=C/c3ccc(OC)c(COCC(F)(F)C(F)F)c3)c3ccccc3n2)c(OC)c1,0.2,57.8*,4.0,1.3,-4.0,-42.6,7.9,.,-4.8
C=CCN1C(=O)CN=C1Nc1cccc(C)c1,0.0,0.3,-0.8,-2.7,1.1,2.0,3.9,19.0,1.9
CC(C)N(Cc1nc(-c2ccccc2)no1)C(=O)c1ccc(Br)o1,0.1,2.4,-0.2,-2.2,3.0,-1.8,-1.6,-8.1,5.7

# (cont.)
canonical_smiles,Efflux pump mplx,core dimer inh,PP5 inh,PP1 counter,TPT1 inhibitor,LYPLA2 inh,Fh CTSL1 inh,GASC-1 inh,PREPL inhibitor
CC(C)NC(=S)n1cc(C(=O)c2cc(Cl)cc(Cl)c2O)cn1,0.1,1.1,1.8,2.1,5.2,0.2,-1.6,4.8,-1.1
CSc1cccc(NC(C)=O)c1,-0.4,-7.6,2.4,-0.6,-2.1,0.6,-0.6,0.0,4.1
CCCCN(C)Cc1c(O)ccc2c(=O)c(-c3ccccc3OC)coc12,0.0,-10.3,2.3,4.6,-0.3,2.4,2.2,5.0,-4.3
CC1CC(C)CN(CC(=O)c2c[nH]c3ccccc23)C1 (stereo not given),0.0,-7.5,-0.8,-0.1,16.6,5.0,-1.7,7.2,-30.5
COc1ccc(-n2ncc3c(=O)n(CC(=O)N(C(C)C)C(C)C)cnc32)cc1,-0.1,-0.9,2.5,0.3,-2.6,-3.3,-4.6,7.1,-4.2
Cc1ccc(-c2ncccc2OC(=O)C23CC4CC(CC(C4)C2)C3)cc1,-0.1,8.8,0.7,-0.7,0.0,-8.4,4.2,-17.1,-5.2
COc1ccc(NC(=O)CN(C)C(=O)c2oc3ccccc3c2C)cc1,-0.1,-0.3,0.8,-5.4,-1.3,1.0,0.1,-0.2,3.6
COc1ccc(N2CC(C(=O)O)CC2=O)cc1 (stereo not given),0.1,-2.0,0.3,-1.7,2.5,-1.5,-3.2,8.7,4.2
CCOc1ncccc1C(=O)NNC(=O)c1cccc(S(=O)(=O)Nc2ccccc2OC)c1,-0.1,0.4,-0.7,-3.4,-4.3,7.0,-0.6,7.3,-1.8
O=C(Nc1ccnn1C1CCN(Cc2ccc(C#CCCO)cc2)CC1)c1cccc(F)c1,-0.1,11.8,1.4,-2.2,1.2,0.8,-0.7,2.5,1.1
CCOC(=O)C1=C(C)NC(=O)NC1c1ccc(OCC(N)=O)cc1 (stereo not given),0.0,-2.0,1.5,1.1,-0.9,2.8,-3.0,21.1,1.2
CCOC(=O)C1C(=O)C=C(C)C(C(=O)OCC)C1c1ccc(OC)cc1 (stereo not given),-0.2,-1.5,2.2,-0.2,0.4,8.3,-3.2,-4.6,6.0
O=C(COc1ccc(S(=O)(=O)Nc2ccccc2)cc1)N1CCOCC1,0.3,-9.7,1.7,-1.9,-0.3,-8.4,-2.4,3.3,4.6
O=C(c1ccccc1F)N1CCN=C1SCc1cccnc1,0.1,6.3,3.0,-3.9,-4.4,0.3,-0.6,1.6,1.6
Cc1cc(C)n(CC(O)Cn2c3ccc(Cl)cc3c3cc(Cl)ccc32)c(=O)n1 (stereo not given),0.0,21.4,2.3,2.5,1.9,-11.1,2.8,9.2,-4.2
COC(=O)/C=C/C(=O)Nc1ccc(O)c(Cl)c1,0.0,8.5,0.0,2.3,-2.9,1.2,3.9,0.3,3.6
CC(=O)Nc1ccc(SC(C)C(=O)NC(N)=O)cc1 (stereo not given),0.0,-2.1,2.0,0.4,-2.1,-4.2,-0.1,-5.5,2.1
Cc1ccc(-n2ncc3c(NNC(=O)Cc4ccccc4)ncnc32)cc1,-0.1,3.6,0.9,-0.9,-0.8,-0.2,-4.0,2.9,0.2
CCOC(=O)C1CCN(c2cc3c(cc2NC(=O)c2ccccc2Br)n(C)c(=O)n3C)CC1,0.3,9.7,-0.2,-1.6,4.1,3.7,7.3,-1.4,16.1
COCc1cc(C)nc(SCC(=O)Nc2ccc3[nH]c(=O)[nH]c3c2)c1C#N,-0.1,-10.4,1.1,-0.7,0.4,1.3,-2.5,11.3,-1.9
CCCCn1nnc(NC(=S)NC(=O)c2ccc(-c3cccc(Cl)c3Cl)o2)n1,0.0,0.5,0.8,7.4,-1.8,-16.5,1.1,12.1,36.3
CC1CN(c2nc(-c3ccccc3)nc3ccccc23)CC(C)O1 (stereo not given),0.0,4.2,2.7,0.2,-2.3,7.5,0.7,0.5,0.1
O=C(O)c1ccc(S(=O)(=O)c2ccc([N+](=O)[O-])cc2[N+](=O)[O-])cc1,-0.1,12.6,0.1,1.0,1.4,5.9,0.4,3.1,5.1

# A portion of the library; the hit share may differ from the screen's.
